From PubChem BioAssay
AID1053144 – TCF/LEF reporter activation in neural progenitors – cell-based, iPS-derived NPC, luciferase, Wnt3a, cherry-pick, dose response (AID 1053144). NPC TCF/LEF luciferase reporter, Wnt3a EC25, 24 h. activation, % at the top dose, mostly 26 µM; hits show AC30 in µM. hit rate 4.8% among 3,400;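 active means fitted curve reaches 30% activation at a concentration no higher than the top valid tested dose, luminescence rising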;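 further: wnt3a stimulus is conditioned medium from Wnt3a-transfected mouse L cells at 5% in well; 0% = neutral control wells and 100% = CHIR-99021 positive control wells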
The depositor's hits bear a star.

SMILES	AID1053144
COc1ccccc1CN(C)C(=O)C1COc2ccccc2O1 (stereo unspecified)	0%
CC(=O)Nc1cccc(C(=O)OCC(=O)c2ccccc2Cl)c1	7%
CC(=O)c1sc(NC(=O)c2oc3ccc(F)cc3c2C)nc1C	9%
CC(C)(O)C#Cc1ccc(C(=O)Nc2ccc3c(c2)OCO3)s1	11%
CCn1c(O)c(/C=C2\C=Nc3ccccc32)sc1=O	4%
CCn1c(SCC(=O)c2ccc(Cl)cc2)nnc1C(C)C	12µM*
Cc1cnc(NC(=O)CCCNC(=O)c2ccc(Cl)cc2)s1	12%
COc1ccccc1Cc1nc(-c2cccnc2)no1	0%
O=C(Nc1ncccc1O)c1cc2ccccc2o1	22%
Cn1c(COc2ccccc2)nc2ccccc21	15%
Nc1[nH]n(-c2ccccc2)c(=O)c1N=Nc1ccccc1[N+](=O)[O-]	15%
COc1ccccc1OCC(=O)Nc1nc(C)c(C)s1	10%
COc1ccc(/C=C/c2ccncc2)cc1	11µM*
CCOC(=O)C1CCN(C(=O)CN2C(=O)NC3(CCCCC3)C2=O)CC1	9%
COc1cccc(/C=C2\Oc3ccc(O)cc3C2=O)c1O	2%
CC1CCCC(NC(=O)c2ccc3c(c2)OCCO3)C1C (stereo unspecified)	7%
CCOc1ccc(NC(=O)c2csc3c2CCCC3)cc1	12%
Cn1cccc1/C=C1\CCc2ccccc2C1=O	-1%
CCc1sc(C(=O)Nc2nccs2)cc1C	8%
Cc1cc(C)n2c(Nc3ccc4c(c3)OCCO4)c(-c3ccccc3)nc2n1	8%
COc1ccc2cc3cc(C(=O)N4CCCC(C)C4)oc3nc2c1 (stereo unspecified)	7%
CC1(C)Nc2ccccc2C(=O)N1c1ccc(Br)cc1	11%
Oc1ccc2ccccc2c1C=Nc1ccc(Cl)cn1	9%
CC(=O)Nc1cccc(OCCCNC(=O)c2ccc(C(C)(C)C)cc2)c1	7%
O=C1c2ccccc2NC(c2ccc(Br)o2)N1O (stereo unspecified)	13%

New compounds follow.
SMILES	AID1053144
COc1cccc(COc2ccc3c(C)cc(=O)oc3c2)c1	14%
CCOc1c2ccc(C(=O)NCCc3cccs3)cc2nn1CC	13%
CC(C)C(OC(=O)C1=Cc2ccccc2OC1)C(=O)NCC1CCCO1 (stereo unspecified)	9%
CCCCN(C)S(=O)(=O)c1ccc(C(=O)N=c2sc3cc(NC(C)=O)ccc3n2C)cc1	-2%
O=C(NN=C1CCCC1)c1n[nH]c2c1CCCC2	4%
O=C1CCCN1CCC(=O)N1CCCC(CO)(Cc2ccccc2)C1 (stereo unspecified)	10%
Clc1ccccc1Nc1nc2ccccc2o1	7%
CCOc1ccc(CCNC(=O)COC(=O)c2cccc(N(C)C)c2)cc1OCC	18%
CCC(C)Sc1ccc(-c2nc3ccc(Cl)cn3c2NCc2ccccc2)cc1 (stereo unspecified)	9%
COC(=O)C(C)N1C(=O)S/C(=C/c2cc(C)n(C(C)C)c2C)C1=O (stereo unspecified)	8%
CCOc1ccc2oc(C(=O)Nc3cc(C)ccn3)c(C)c2c1	3%
Cc1cccc(Nc2nc3c(s2)CCCC3)c1	4%
CCCc1nc2c3ccccc3ccn2c1Cc1ccccc1	5%
CC(C)NC(=O)C1C(c2ccc(C(F)(F)F)cc2)=Nc2ccccc2N1C(=O)c1ccccc1 (stereo unspecified)	16%
COC(=O)c1c(NC(=O)c2ccc(C)cc2)csc1C	19%
Cc1ccccc1/C=C/c1nc2ccccc2c(=O)[nH]1	-4%
O=C1NC(c2ccccc2Cl)=N/C1=C/c1ccco1	12%
CC(C)Cc1cc(C(=O)Nc2cc(Br)ccc2O)no1	3%
O=C(COc1ccc(F)cc1)Nc1ccc2c(c1)OCCO2	7%
CCOC(=O)C1CCN(C(=O)c2cc3c(ccc4ccccc43)o2)CC1	9%
COc1ccc(-c2csc(N(Cc3ccco3)C(=O)c3cccs3)n2)cc1	3%
Cc1cc(OCc2cc(C(=O)NCc3cc(C(C)C)no3)no2)cc(C)c1Cl	12%
Cc1ccc(S(=O)(=O)N2CCN(C(=O)Cn3c(=O)cnc4ccccc43)CC2)c(C)c1	3%
O=C(N/N=C/C(Br)=C\c1ccccc1)c1cccs1	14µM*
Nc1ccccc1N=Nc1ccccc1N	14%

(list continues)
SMILES	AID1053144
O=C(c1cc(COc2c(F)cccc2F)on1)N1C[C@H]2CC[C@H]1C2	12%
COc1ccccc1NC(=O)NC(=O)c1ccccc1	8%
c1ccc(-c2ccc(OCCCn3cncn3)cc2)cc1	4%
Oc1sc(C=Nc2ccc(F)cc2)c2ccccc12	7%
CC(C)c1cc(C(=O)NCCc2ccccc2)no1	8%
O=c1[nH]c(-c2ccccc2)nnc1-c1ccccc1	5%
C=CCSc1nn2c(=O)c3ccccc3nc2s1	9%
CC(=O)Nc1ccc(C(=O)COC(=O)c2cccs2)c(F)c1	4%
COc1ccc(NC(=O)Nc2ccccc2SC)cc1	12%
Cc1nn(C)cc1CNC(=O)Nc1ccc(Cl)c(Cl)c1	7%
O=C(CN1CCCCC1)Nc1scc2c1c(=O)oc1ccccc12	7%
CCc1noc(C)c1C(=O)NCCc1ccccc1	19%
CCc1ccc(Nc2ncc3c(n2)CC(C)(C)CC3=O)cc1	11%
Clc1ccsc1-c1ccc2ccccc2n1	8%
Cn1cccc1C(=O)OCC(=O)c1ccc(Br)s1	12%
Cc1nc2ccc(NC(=O)c3ccccc3)cc2s1	8%
O=C(N/N=C\c1cccc(Cl)c1)c1n[nH]c2c1CCCC2	7%
Cn1c(Cn2nnc3ccccc32)nnc1SCC(=O)c1ccccc1F	0%
c1cncc(-c2nc(-c3ccc4c(c3)OCO4)cs2)c1	7%
COc1ccc(/C=N/N=C2/SCC(=O)N2Cc2ccccc2)cc1	16%
O=C(Nc1ccc(Cl)cc1F)c1ccccc1Br	20%
Cc1ccc(C(=O)Cn2nnc3ccccc32)cc1C	14%
CCOc1ccc2nc(SCC3CC3(Cl)Cl)[nH]c2c1 (stereo unspecified)	8%
Cc1cccc(-c2noc(-c3ccc(Cl)cc3[N+](=O)[O-])n2)c1	18%
O=C(N/N=C\c1ccccn1)c1ccccc1O	18%

Later entries:
SMILES	AID1053144
Nc1ccccc1-c1nc2ccccc2s1	16%
CCc1ccc(OCc2ccc(C(=O)OC)o2)cc1	6%
COc1ccc(/C=C2\CCC(C3CCCC3)C2=O)cc1OC (stereo unspecified)	4%
COc1ccc2cc(CCNC(=O)c3cccs3)c(=O)[nH]c2c1	9%
CC1=C(C(=O)OCc2ccccc2)C(c2ccc(Br)cc2)NC(=O)N1CCCCCC(=O)O (stereo unspecified)	13%
COc1cccc(-c2nc3n(n2)CCc2ccccc2-3)c1	20%
CC(C)NC(=O)N1CCCN(c2nc3ccc(Cl)cc3s2)CC1	0%
CCCCOC(=O)Nc1ccc(C(=O)OC)cc1	12µM*
COc1ccccc1CNC(=O)C1CC2Cn3c(nc4cc(C)c(C)cc43)C2N1C (stereo unspecified)	8%
Cc1cc(C(=O)COC(=O)c2ccc(Cl)c(S(N)(=O)=O)c2)c(C)n1C1CC1	5%
C/C(=N/NC(=O)c1cc(C(C)C)[nH]n1)c1cccs1	-2%
CCOc1ccc(/C=N/NC(=O)Cn2ccnc2C)cc1	4%
CCCCSc1nnc2c(n1)[nH]c1ccccc12	4%
O=C(O)c1cccc(-c2csc(C(O)c3ccccc3)n2)c1 (stereo unspecified)	4%
COCc1cc(C)nc(SCC(=O)Nc2ccc(C)c(C)c2)c1C#N	9%
Nc1nc(N)nc(-c2ccc(Cl)c(Cl)c2)n1	4%
N/C(=N\OC(=O)c1ccc(Cl)cc1Cl)c1ccncc1	9%
Cc1cc(NC(=O)c2ccc(OCC3CCCO3)cc2)ccc1Br (stereo unspecified)	11%
Cc1cc(C(=O)CN2C(=O)NC3(CCCCC3)C2=O)c(C)n1Cc1ccco1	5%
COc1cccc(/C=C/c2ccc3cccc(O)c3n2)c1OC	7%
CC(=O)Oc1ccc(C)cc1-n1nc2ccccc2n1	23%
CCc1cc2c(=O)c(-c3nc(C)cs3)coc2cc1O	5%
O=C(Nc1nc2c(ccc3ccccc32)s1)c1ccco1	5%
Cc1cccc(C(=O)c2c(N)sc3c2CCCC3)c1	-1%
O=C(Nc1ccccc1F)Nc1ccccc1F	16%

(continued)
SMILES	AID1053144
CCN(CC)c1ccc(/C=N/NC(=O)c2ccoc2C)c(O)c1	5%
Cc1ccc2c(c1)COc1c3ccc(C(=O)NCCO)cc3nn1-2	9%
CCOC(=O)Cc1csc(NC(=O)c2ccc(S(=O)(=O)N(CCOC)CCOC)cc2)n1	10%
Cc1nnsc1C(=O)Nc1cc(Cl)ccc1Cl	5%
Cc1ccc(/C=C2/CCc3c([nH]c4ccccc34)C2=O)cc1	5%
COc1ccccc1NC(=O)CCC(=O)Nc1nnc(C2CCCCC2)s1	1%
CC(C)(C)c1nnc(N/N=C/c2cc(Br)ccc2O)n(N)c1=O	1%
Cn1nnc(NC(=O)C(c2ccccc2)c2ccccc2)n1	3%
Cc1cccc(/C=C(\c2nc3ccccc3[nH]2)S(=O)(=O)c2ccccc2)c1	-5%
CC(/C=N/NC(=O)c1cccnc1)=C\c1ccccc1	6%
C[C@@H](CO)NC(=O)c1ccc2c3n(nc2c1)-c1ccc(Cl)cc1CO3	14%

Structural class, those above with a Cl atom
SMILES	AID1053144
CC(=O)Nc1cccc(C(=O)OCC(=O)c2ccccc2Cl)c1	7%
CCn1c(SCC(=O)c2ccc(Cl)cc2)nnc1C(C)C	12µM*
Cc1cnc(NC(=O)CCCNC(=O)c2ccc(Cl)cc2)s1	12%
Oc1ccc2ccccc2c1C=Nc1ccc(Cl)cn1	9%
Clc1ccccc1Nc1nc2ccccc2o1	7%
CCC(C)Sc1ccc(-c2nc3ccc(Cl)cn3c2NCc2ccccc2)cc1 (stereo unspecified)	9%
O=C1NC(c2ccccc2Cl)=N/C1=C/c1ccco1	12%
Cc1cc(OCc2cc(C(=O)NCc3cc(C(C)C)no3)no2)cc(C)c1Cl	12%
Cc1nn(C)cc1CNC(=O)Nc1ccc(Cl)c(Cl)c1	7%
Clc1ccsc1-c1ccc2ccccc2n1	8%
O=C(N/N=C\c1cccc(Cl)c1)c1n[nH]c2c1CCCC2	7%
O=C(Nc1ccc(Cl)cc1F)c1ccccc1Br	20%
CCOc1ccc2nc(SCC3CC3(Cl)Cl)[nH]c2c1 (stereo unspecified)	8%
Cc1cccc(-c2noc(-c3ccc(Cl)cc3[N+](=O)[O-])n2)c1	18%
CC(C)NC(=O)N1CCCN(c2nc3ccc(Cl)cc3s2)CC1	0%
Cc1cc(C(=O)COC(=O)c2ccc(Cl)c(S(N)(=O)=O)c2)c(C)n1C1CC1	5%
Nc1nc(N)nc(-c2ccc(Cl)c(Cl)c2)n1	4%
N/C(=N\OC(=O)c1ccc(Cl)cc1Cl)c1ccncc1	9%
Cc1nnsc1C(=O)Nc1cc(Cl)ccc1Cl	5%
C[C@@H](CO)NC(=O)c1ccc2c3n(nc2c1)-c1ccc(Cl)cc1CO3	14%

This is a subset, so the mix of outcomes need not match the whole.
